Compound activity deposited in PubChem by The Scripps Research Institute Molecular Screening Center.
GSTO1 inh: GSTO1 inhibition, counter-screen for RBBP9 inhibitors; P78417; recombinant GSTO1, activity-based probe fluorescence polarization; inhibition, % at 5.96 µM; 300,000 tested, 1.1% active; AID 1974;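 active = inhibition above the campaign mean inhibition plus 3 SD, cut at about 35% in these data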;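 also: 0% = GSTO1-1 with DMSO and 100% = wells lacking GSTO1-1 enzyme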
Target sequence (P78417 whole entry, looked up): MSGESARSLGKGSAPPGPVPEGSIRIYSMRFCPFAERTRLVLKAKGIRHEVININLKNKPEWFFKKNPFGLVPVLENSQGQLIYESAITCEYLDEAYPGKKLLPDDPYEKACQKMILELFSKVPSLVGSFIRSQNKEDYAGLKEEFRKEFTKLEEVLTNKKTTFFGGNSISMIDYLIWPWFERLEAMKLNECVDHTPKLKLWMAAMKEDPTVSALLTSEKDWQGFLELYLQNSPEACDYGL
PAD4 FP inh: PAD4 (human) enzyme inhibition | 330,000 tested, 0.41% active | inhibition, % at 6.36 µM | recombinant PAD4, RCA probe fluorescence polarization;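 active = percent inhibition above a cutoff equal to the mean of all tested compounds plus 3 SD, cut at about 15% in these data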;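 also: 0% = PAD4 with RCA probe and DMSO and 100% = probe without PAD4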
PAFAH1B3 FP inh: inhibitors of human PAFAH1B3; AID 492972; Q15102; inhibition, % at 3.39 µM; recombinant PAFAH1B3, FP-rhodamine probe, fluorescence polarization; 340,000 tested, 0.28% active;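 active = inhibition above the screen-wide average of all tested compounds plus 3 SD, cut at about 25% in these data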;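 also: 0% = enzyme with DMSO only and 100% = wells lacking PAFAH1B3 protein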
LYPLA1 inh: blocks human lysophospholipase 1, a PME1 counter-screen. O75608. 320,000 tested, 0.16% active. inhibition, % at 5.9 µM. recombinant LYPLA1, FP-Rh probe fluorescence polarization;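 active = inhibition above the mean of all tested compounds plus 3 SD, set per campaign, cut at about 14% in these data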;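 also: inhibitors block serine hydrolase probe labeling of LYPLA1 so polarization falls; 0% = enzyme with DMSO and 100% = wells lacking LYPLA1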
Fam108B counter: Fam108B inhibition, counter-screen for RBBP9 inhibitors; inhibition, % at 9.51 µM; 300,000 tested, 0.33% active; recombinant Fam108B, FP-Rh probe fluorescence polarization;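 active = inhibition above the screen mean inhibition plus 3 SD, computed separately per campaign, cut at about 18% in these data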;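 also: inhibitors lower polarization as less probe binds the enzyme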
PAFAH2 inh: inhibitors of human PAFAH2. Q99487. recombinant PAFAH2, FP-rhodamine activity probe, fluorescence polarization. inhibition, % at 3.39 µM. 340,000 tested, 0.99% active;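 active = inhibition above the mean over all tested compounds plus 3 SD, cut at about 30% in these data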;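 also: inhibitors block probe labeling of enzyme so polarization drops; 0% = enzyme with DMSO and 100% = wells lacking PAFAH2 protein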
PAFAH1B2 inh: inhibitors of human PAFAH1B2. P68402. recombinant PAFAH1B2, FP-rhodamine activity probe, fluorescence polarization. inhibition, % at 3.39 µM. AID 492953. 340,000 tested, 1.2% active;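 active = inhibition above the mean of all tested compounds plus 3 SD, cut at about 24% in these data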;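 also: 0% = enzyme with DMSO and 100% = wells lacking PAFAH1B2; many of its hits are not listed in these tables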
PME-1 inh: PME-1 (human) inhibition; Q9Y570; recombinant PME-1, FP-Rh probe fluorescence polarization; AID 2130; 320,000 tested, 0.53% active; inhibition, % at 5.9 µM;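 active = inhibition above the campaign mean of all compounds plus 3 SD, cut at about 26% in these data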;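 also: competitive labeling of PME-1 active site by serine hydrolase directed probe; 0% = PME-1 with DMSO and 100% = wells lacking PME-1 enzyme; inhibitors block probe labeling so polarization falls and inhibition rises; many of its hits are not listed in these tables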
Target sequence (Q9Y570 whole entry, looked up): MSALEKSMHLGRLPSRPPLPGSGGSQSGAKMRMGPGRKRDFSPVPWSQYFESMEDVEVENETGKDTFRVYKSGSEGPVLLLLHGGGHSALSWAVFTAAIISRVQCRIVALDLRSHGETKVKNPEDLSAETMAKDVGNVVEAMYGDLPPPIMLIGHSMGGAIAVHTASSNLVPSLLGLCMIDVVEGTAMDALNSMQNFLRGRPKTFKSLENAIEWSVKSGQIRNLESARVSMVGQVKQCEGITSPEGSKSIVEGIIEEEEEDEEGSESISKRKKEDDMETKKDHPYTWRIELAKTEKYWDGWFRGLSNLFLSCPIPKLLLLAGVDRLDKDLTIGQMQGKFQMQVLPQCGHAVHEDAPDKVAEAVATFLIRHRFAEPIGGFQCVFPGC
pPAFAH FP inh: inhibitors of human plasma PAF acetylhydrolase (pPAFAH); 330,000 tested, 1.5% active; Q13093; recombinant pPAFAH, FP-rhodamine probe fluorescence polarization; inhibition, % at 3.39 µM;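 active = inhibition above the mean inhibition across the screen plus 3 SD, cut at about 25% in these data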;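 also: inhibitors block binding of the rhodamine activity-based probe so polarization drops; 0% = enzyme with DMSO and 100% = wells lacking pPAFAH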
Target sequence (Q13093 whole entry, looked up): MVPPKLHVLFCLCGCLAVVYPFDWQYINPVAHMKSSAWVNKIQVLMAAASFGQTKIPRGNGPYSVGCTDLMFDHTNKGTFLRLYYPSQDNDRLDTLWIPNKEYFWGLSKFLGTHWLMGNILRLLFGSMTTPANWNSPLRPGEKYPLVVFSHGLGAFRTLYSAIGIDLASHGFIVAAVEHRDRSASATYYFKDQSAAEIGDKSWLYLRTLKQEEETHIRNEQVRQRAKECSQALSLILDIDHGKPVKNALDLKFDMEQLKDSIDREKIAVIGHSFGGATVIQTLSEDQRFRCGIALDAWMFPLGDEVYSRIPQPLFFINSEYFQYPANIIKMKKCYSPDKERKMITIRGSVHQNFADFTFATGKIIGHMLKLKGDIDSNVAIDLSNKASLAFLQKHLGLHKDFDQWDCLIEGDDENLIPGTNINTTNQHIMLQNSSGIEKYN
An asterisk follows results filed as active; . = not tested or not shown.

SMILES	GSTO1 inh	PAD4 FP inh	PAFAH1B3 FP inh	LYPLA1 inh	Fam108B counter	PAFAH2 inh	PAFAH1B2 inh	PME-1 inh	pPAFAH FP inh
O=C(O)CN1C(=O)CNC1=O	13.8	-1.7	-2.1	0.4	-1.4	4.0	6.0	-2.3	-4.9
COc1cc(C)c(NC(=O)C(=S)N2CCCC2)cc1C	-1.1	2.7	-3.3	-1.7	1.0	3.0	-0.4	0.0	1.7
COc1cc(C)nc(NS(=O)(=O)c2ccc(C)cc2)n1	4.6	0.1	2.5	-3.1	-3.0	-12.9	-6.4	-6.4	0.1
Cn1c(=O)c2cc3ccc(Cl)cc3nc2n(C)c1=O	9.2	-0.5	.	0.6	1.5	.	.	-0.7	2.9
COC(=O)C1CSC(C(=O)OC)N1C(=O)CN1CC(C)OC(C)C1 (centres undefined)	7.5	1.3	7.3	-2.2	-5.1	1.3	1.0	-1.6	-1.8
Cc1nn(C)cc1CNC(=O)Nc1ccc(Br)cc1Cl	1.6	-3.5	4.6	-3.9	-0.5	0.8	-2.9	-6.5	-0.3
CN(C(=O)c1ccc(NC(=O)Cc2ccc(NC(=O)C3CCN(C(=O)c4ccccc4)CC3)cc2)cc1)C1CC1	.	-1.0	1.5	-1.4	.	6.3	0.2	-1.3	1.2
Cn1c(=O)[nH]c(=O)c2c1nc(N1CCOCC1)n2CCCSc1ncccn1	1.6	-3.8	7.3	7.9	0.1	-44.9	3.1	1.0	4.5
O=Cc1c(N2CCSCC2)nc2ccccn2c1=O	1.5	1.4	8.5	-0.8	3.1	1.7	3.8	6.2	3.6
Cc1ccc(NC(=O)CN2C(=O)S/C(=C\c3ccccn3)C2=O)cc1	-4.8	-4.7	-5.9	3.3	-4.2	-10.7	2.0	2.6	0.3
CCO[C@@H]1OC(C(N)=O)=C[C@H](c2ccc(C(F)(F)F)cc2)[C@H]1CCCO	7.0	-0.9	2.6	-1.3	-2.0	-2.0	0.7	0.5	0.2
CC(C)(C)NC(=O)NC(=O)COC(=O)c1cc(=O)[nH]c2ccccc12	6.4	0.9	1.2	-3.7	2.5	-0.5	3.8	-7.2	3.6
CCn1c(=O)c(CCC(=O)NCC2CCCO2)c(C)c2c(C)nn(-c3ccccc3)c21 (centres undefined)	-3.3	-1.6	13.7	3.8	-0.5	-4.3	6.1	-1.1	1.2
COc1cccc(COC(=O)CCNC(=O)c2ccc(Cl)cc2)c1OC	6.1	-1.4	3.1	0.9	-0.4	6.3	10.3	5.9	-0.2
COc1ccc(-c2csc3nc(C)nc(N4CCC(C)CC4)c23)cc1OC	-20.4	0.7	-0.1	1.2	-1.4	3.2	0.7	-6.3	-0.9
CCOC(=O)[C@H]1[C@H]2COc3ccc(C)cc3[C@@H]2N2C(=O)CN(Cc3ccc(Cl)cc3)C(=O)[C@@]12C	.	4.1	4.0	0.0	.	-5.0	0.2	1.9	0.0
COc1ccc(-c2nnc(NC(=O)c3ccc(F)cc3)o2)cc1	3.7	2.8	3.3	-0.3	-1.9	5.0	0.3	-2.7	2.9
Cc1ccc(C(NC(=O)N2CCCC2)C(Cl)Cl)cc1F (centres undefined)	2.4	-3.6	7.2	0.9	4.0	-2.7	3.1	-9.1	6.7
CCC(SC1=NCCS1)C(=O)Nc1nnc(-c2ccccc2OC)s1 (centres undefined)	59.5*	10.6	-1.8	-5.6	-2.7	2.1	-1.3	-10.3	-10.5
Cc1ccc(C(=O)Nc2onc(C)c2C#N)cc1	14.2	-2.7	4.2	0.3	1.8	-7.6	0.8	-2.1	-0.1
COC(=O)/C=C1/S/C(=N/NC(=O)c2ccc(OC)cc2)NC1=O	2.5	7.5	2.2	-2.6	-0.1	1.6	2.4	-4.1	-1.1
Cc1nc2ncnn2c(C)c1CCC(=O)O	-1.6	-5.9	9.0	1.3	-0.4	2.0	-1.3	3.5	-4.9
COc1ccc(C(CNC(=O)c2cc(S(=O)(=O)NCc3ccccc3)ccc2C)N2CCOCC2)cc1 (centres undefined)	2.8	-0.3	-8.7	5.1	3.1	8.2	0.9	6.4	-4.5
COc1ccc(C(=O)Nc2nccs2)cc1	-0.8	-2.7	-0.4	2.7	-1.8	0.6	-0.3	0.0	7.9
COc1ccc(Oc2c(Cl)cnn(-c3ccc(F)cc3)c2=O)cc1	15.7	-7.0	0.5	1.8	1.4	-4.2	4.9	-6.3	-1.5

Part of the list above, limited to PAD4 FP inh, PAFAH2 inh and LYPLA1 inh:
compound	PAD4 FP inh	PAFAH2 inh	LYPLA1 inh
O=C(O)CN1C(=O)CNC1=O	-1.7	4.0	0.4
COc1cc(C)c(NC(=O)C(=S)N2CCCC2)cc1C	2.7	3.0	-1.7

Next records.
SMILES	GSTO1 inh	PAD4 FP inh	PAFAH1B3 FP inh	LYPLA1 inh	Fam108B counter	PAFAH2 inh	PAFAH1B2 inh	PME-1 inh	pPAFAH FP inh
COc1ccc(NC(=O)CC(C)c2ccccc2)c([N+](=O)[O-])c1 (centres undefined)	0.1	0.7	11.2	-2.4	2.5	-4.2	8.4	3.2	0.0
Cc1c(NC(=O)c2ccc(Cl)c(S(=O)(=O)N3CCOCC3)c2)c(=O)n(-c2ccccc2)n1C	2.5	-9.0	-2.5	-3.3	-2.4	6.7	4.6	-0.9	-0.9
O=C(NC1CCCC1)C(c1ccccn1)N(C(=O)c1csnn1)c1ccc(F)cc1 (centres undefined)	2.0	-2.6	-3.9	-0.9	5.9	-5.6	4.9	-1.7	1.2
O=C(NCc1ccc(F)cc1)c1ccc(S(=O)(=O)Nc2cccc(C(F)(F)F)c2)cc1	-1.4	-1.3	-5.9	-2.0	0.2	-10.4	0.5	-13.6	3.5
O=C(CSc1n[nH]c(-c2ccncc2)n1)c1cccc([N+](=O)[O-])c1	3.7	-1.9	.	1.3	-0.3	.	.	-1.6	4.3
O=C(CSc1ccc(Cl)cc1)Nc1nnc(-c2ccco2)o1	26.0	1.9	6.5	-0.1	0.2	7.7	13.0	4.6	7.5
CC(=O)c1ccc(S(=O)(=O)Nc2ccc(-n3cnnn3)cc2)cc1	.	7.4	7.7	-0.2	.	-3.0	-0.2	-4.0	7.0
Cc1cc2nc(C3CCCN(C(=S)Nc4ccccc4)C3)[nH]c2cc1C (centres undefined)	1.4	-3.0	7.5	-1.2	-2.2	-1.6	-0.3	-0.9	1.4
CN(C)CCCN(C(=O)c1ccco1)c1nc2ccc(Cl)cc2s1	8.0	-3.2	0.9	-0.3	1.4	4.9	-0.6	0.7	-1.0
Cn1cccc1/C=N\NC(=O)C1COc2ccc(C(C)(C)C)cc2O1 (centres undefined)	2.9	-2.2	3.5	-4.5	-1.4	7.7	9.9	-2.9	19.5
COc1ccc(CNC(=O)COC(=O)c2cccc(S(=O)(=O)N3CCOCC3)c2)cc1	.	12.9	8.9	1.0	.	7.5	4.0	-1.1	-0.5
CNC(=O)N(O)C1N(/N=C/c2cccnc2)C(=S)SC1(C)C (centres undefined)	4.4	5.8	5.1	0.9	4.2	5.5	4.9	-2.0	-1.0
CC1Cc2ccccc2N1C(=O)COC(=O)C1=COCCO1 (centres undefined)	3.9	-1.0	9.5	-4.0	-1.9	-0.7	4.0	-1.3	2.3
CCOCCCNC(=O)C(c1ccccc1)N(Cc1ccc2c(c1)OCO2)C(=O)CNC(C)=O (centres undefined)	-4.5	-1.6	-1.5	-0.2	1.5	7.4	1.8	2.6	3.3
CC(C)Oc1ccc(C(CC(=O)O)NC(=O)C2CCCCC2)cc1 (centres undefined)	1.0	-0.3	4.5	-0.2	2.6	0.4	7.5	-0.9	0.4
COc1cc(C2NC(=O)NC3=C2C(=O)OC3)cc(OC)c1OC (centres undefined)	-8.1	-1.6	5.2	1.7	3.6	4.8	1.9	-1.8	-0.8
O=C(N/C(=C\c1ccc2c(c1)OCO2)C(=O)N1CCOCC1)c1ccccc1Br	1.2	-4.9	6.5	4.7	-1.3	-5.2	5.1	-3.8	0.4
CCCCC(C(=O)NC1CCCC1)N(C(=O)c1snc(C(N)=O)c1N)c1ccc(C)cc1 (centres undefined)	0.6	-3.2	11.0	-0.7	1.6	6.6	3.9	-2.6	-1.7
COc1ccccc1CNC(=O)CNC(=O)c1cn(-c2ccccc2OC)c(=O)c2ccccc12	3.7	-2.8	11.0	-2.1	-2.8	-0.1	1.0	-9.6	-1.7
O=C(NCc1cccnc1)c1ccc(CS(=O)(=O)c2ccc(Cl)cc2)o1	3.0	-2.9	1.5	-6.0	2.9	-3.9	7.4	-3.3	0.1
COCCC1CCCCN1C(=O)c1ccc(OC)c(OC2CCN(C(C)=O)CC2)c1 (centres undefined)	-1.6	3.7	14.2	1.7	-5.0	-5.0	7.5	-4.5	2.9
CCc1cccc(NC(=O)CN(C)S(=O)(=O)c2cnc[nH]2)c1	1.0	-2.7	9.2	-4.0	-1.5	-3.1	1.7	9.0	-0.5
CC(C)c1nc2n[nH]c(N)c2c2c1CSC(C)(C)C2	9.2	1.0	-0.2	-0.8	10.5	4.6	-0.1	-2.0	3.8
O=C(CN1C(=O)c2ccccc2C1=O)NCCOc1ccccc1	-0.6	-1.6	-2.3	3.3	2.5	0.4	2.8	-2.5	0.7
COc1cccc(C2C(C(=O)OC(C)C)=C(C)N=c3s/c(=C\c4ccc(C(=O)O)cc4)c(=O)n32)c1 (centres undefined)	-7.1	-6.4	5.0	-7.6	-1.9	9.0	0.4	-0.1	-0.8
SMILES	GSTO1 inh	PAD4 FP inh	PAFAH1B3 FP inh	LYPLA1 inh	Fam108B counter	PAFAH2 inh	PAFAH1B2 inh	PME-1 inh	pPAFAH FP inh
O=C(NCc1ccc(/C=N\NC(=O)C(=O)Nc2ccccc2Br)o1)C(=O)Nc1ccccc1	5.1	1.4	-1.5	1.4	-0.5	-14.2	-0.2	1.5	1.9
CC1(C)Cn2c(nnc2-c2ccccc2)S1	10.8	-5.5	-0.4	-1.7	1.6	2.0	1.5	-0.9	9.4
CCCCc1nnc(NC(=O)Cc2ccc(OC)c(S(=O)(=O)N3CCOCC3)c2)s1	1.2	1.1	3.9	-2.6	-3.0	7.6	-3.7	2.6	5.0
CCC(C)[C@H](NC(=O)Nc1ccc(C)cc1C)C(=O)O (some centres undefined)	5.1	-4.8	2.2	1.7	0.3	4.0	4.7	-3.6	0.1
CCC1Oc2ccccc2N(CC(=O)Nc2ccccc2OC)C1=O (centres undefined)	-3.0	-3.9	6.8	-2.1	-2.5	-4.3	-0.6	-0.1	-3.0
COc1cc(C(=O)NCC(c2ccco2)N2CCOCC2)cc(OC)c1OC (centres undefined)	0.6	0.5	4.3	-0.4	-3.8	10.5	7.2	-0.1	3.1
CC(C(=O)OCn1nnc2ccccc2c1=O)N1C(=O)c2ccccc2C1=O (centres undefined)	2.1	-0.6	-2.3	3.9	1.2	-2.3	10.8	-0.9	-1.6
CN(C)N1C(N)=C(C#N)C(c2ccc(Br)cc2)C2=C1CC(C)(C)CC2=O (centres undefined)	-2.2	-5.7	10.8	-2.3	1.2	-6.2	3.5	-3.4	-1.9
COc1cccc(C(=O)/C=C/c2ccc(N3CCCCC3)c([N+](=O)[O-])c2)c1	3.5	-1.2	-5.6	-3.8	6.0	8.2	-1.4	-45.5	2.5
CCCCNC(=O)c1cccc(NC(=O)C(=O)c2ccccc2NC(C)=O)c1	0.2	0.6	3.4	-2.5	3.0	3.2	10.8	7.2	2.8
CN(c1ccccc1)c1nc(N)c(C#N)c(CC#N)c1C#N	-2.1	-1.3	3.0	-1.5	-4.8	-5.1	0.6	1.7	-5.7

Some of the compounds tested (hit frequency here may not be typical).
